TIM10 inh: growth inhibitors of isogenic TIM10 control yeast, primary screen, counter-screen for tim10-1 yeast inhibitor project, luminescence, uHTS | S. cerevisiae TIM10 strain growth, BacTiter-Glo luminescence, 24 h | inhibition, % at 10 µM | 330,000 compounds, 1.4% hits | AID 463195, 2010;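 active = inhibition of 40% or more at the single tested concentration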;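 note: wild-type TIM10 isogenic control strain grown at permissive 25 °C; 0% = DMSO yeast wells and 100% = minimal medium wells without yeast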
CHOP UPR activ: activators of apoptotic CHOP UPR arm, primary screen, cell-based, CHO-CHOP luciferase reporter, luminescence, uHTS. AID 449763, 2010. activation, % at 10 µM. 330,000 compounds, 0.34% hits. UPR activation; percent of tunicamycin response over DMSO baseline;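 active = at 10 µM dose, activation of 40% or more, normalized to positive control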;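 note: 100% = tunicamycin at 10 µg/mL and 0% = DMSO alone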
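System: CHO-CHOP luciferase reporter cell line | Buffer or medium: F12 medium containing 10% fetal bovine serum | Doses: One dose, 10 µM in 0.5% DMSO | Times: 6 h compound exposure at 37 °C after overnight seeding | Signal: Luciferase luminescence | Read-out: % activation vs tunicamycin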
tim23-1 inh: growth inhibitors of tim23-1 mutant yeast, primary screen, luminescence, uHTS. inhibition, % at 20 µM. 330,000 compounds, 1.3% hits. S. cerevisiae tim23-1 growth, BacTiter-Glo luminescence, 24 h;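 active = growth inhibition of the mutant yeast at or above 50%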;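 note: temperature-sensitive mutant grown at 25 °C; plate controls were DMSO-treated mutant yeast for no effect and medium wells lacking yeast for full effect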
UPR XBP1 act: activators of adaptive XBP1 UPR arm, primary screen, cell-based, CHO-XBP1 luciferase reporter, luminescence, uHTS; activation, % at 20 µM; IRE1-XBP1 UPR activation; percent of tunicamycin response, DMSO as zero; 330,000 compounds, 0.33% hits; AID 463104, 2010;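 active = versus positive control, 20 µM dose yields 30% or more activation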;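 note: 100% = tunicamycin at 10 µg/mL and 0% = DMSO only wells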
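Assay system: IRE1-XBP1 luciferase reporter CHO line. Input: 1000 cells/well. Buffer or medium: F12 with 10% serum. Doses: 20 µM, 1% DMSO. Times: overnight seeding at 37 °C, 6 h compound treatment at 37 °C. Technique: Steady-Glo luciferase glow luminescence, 10 min after reagent addition.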
Mdm2-MdmX inh: inhibitors of human Mdm2-MdmX association, primary screen, cell-based, luminescence, split luciferase, SaOS-2, uHTS; Protein Mdm4 (Homo sapiens) + E3 ubiquitin-protein ligase Mdm2 (Homo sapiens), …; SaOS-2 split-luciferase Mdm2/MdmX complementation; inhibition, % at 8 µM; 330,000 compounds, 3% hits; AID 485346, 2010;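 active = inhibition of at least 50% at 8 µM in the primary screen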
Target sequence (O15151 whole entry, looked up): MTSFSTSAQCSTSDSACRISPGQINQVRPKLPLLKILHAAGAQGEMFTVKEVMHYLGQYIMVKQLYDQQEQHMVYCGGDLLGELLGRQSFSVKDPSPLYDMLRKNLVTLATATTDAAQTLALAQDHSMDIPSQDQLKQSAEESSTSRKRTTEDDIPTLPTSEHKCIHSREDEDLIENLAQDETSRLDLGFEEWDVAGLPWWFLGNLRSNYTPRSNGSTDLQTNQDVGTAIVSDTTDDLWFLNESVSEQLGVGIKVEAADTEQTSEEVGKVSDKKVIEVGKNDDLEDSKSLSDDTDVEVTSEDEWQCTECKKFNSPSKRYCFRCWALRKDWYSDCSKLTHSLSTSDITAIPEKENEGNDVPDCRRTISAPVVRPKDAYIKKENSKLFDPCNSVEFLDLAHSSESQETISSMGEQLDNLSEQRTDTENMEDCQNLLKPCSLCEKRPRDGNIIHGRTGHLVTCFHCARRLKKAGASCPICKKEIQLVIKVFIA
Target sequence (Q00987 whole entry, looked up): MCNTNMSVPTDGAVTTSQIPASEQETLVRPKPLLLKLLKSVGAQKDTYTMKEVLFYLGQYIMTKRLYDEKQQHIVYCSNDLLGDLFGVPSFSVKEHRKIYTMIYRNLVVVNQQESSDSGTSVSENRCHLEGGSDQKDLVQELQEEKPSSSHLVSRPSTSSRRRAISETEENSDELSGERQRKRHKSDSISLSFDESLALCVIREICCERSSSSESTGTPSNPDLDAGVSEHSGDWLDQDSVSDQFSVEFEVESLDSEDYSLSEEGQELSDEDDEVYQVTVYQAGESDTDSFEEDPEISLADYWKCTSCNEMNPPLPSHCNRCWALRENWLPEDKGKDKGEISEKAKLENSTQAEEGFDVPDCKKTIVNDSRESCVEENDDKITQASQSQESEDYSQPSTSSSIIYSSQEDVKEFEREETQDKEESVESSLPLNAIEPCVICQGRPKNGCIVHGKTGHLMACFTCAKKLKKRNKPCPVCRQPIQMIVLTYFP
APJ antag: antagonists of human apelin receptor APJ, primary screen, CHO-K1 cells, beta-arrestin complementation, luminescence; P35414; inhibition, % at 20 µM; 330,000 compounds, 0.32% hits; AID 2521, 2010;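 active = inhibition above about 40% at 20 µM, limit read from the data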;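 note: cells challenged with 10 nM apelin-13 agonist together with compound; plate controls were apelin-13 plus DMSO wells for no effect and DMSO wells lacking apelin-13 for full effect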
CXCR6 inh: CXCR6 receptor inhibitors, primary screen, cell-based, beta-arrestin, luminescence, CHO-K1 PathHunter, 1536-well; inhibition, % at 20 µM; 360,000 compounds, 0.36% hits; AID 602244, 2012; in the data active = inhibition above about 34%, passing the limit was not always enough;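 note: antagonist mode with CXCL16 agonist at 10 nM final; 0% = 10 nM CXCL16 with DMSO and 100% = unstimulated wells without agonist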
tim10-1 inh: growth inhibitors of tim10-1 mutant yeast, primary screen, luminescence, uHTS; inhibition, % at 20 µM; S. cerevisiae tim10-1 ts strain growth, BacTiter-Glo, 24 h; 330,000 compounds, 2.2% hits;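 active = inhibition of at least 40%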;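 note: mutant grown at 25 °C; 0% = DMSO wells with yeast and 100% = wells holding no yeast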
APJ agonist: agonists of human apelin receptor APJ, primary screen, CHO-K1 cells, PathHunter beta-arrestin, luminescence | activation, % at 20 µM | 330,000 compounds, 0.11% hits | AID 2520, 2010 | 0% DMSO wells, 100% apelin;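 active = activation more than six SD over the plate average, tested at 20 µM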;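 note: 0% = DMSO alone and 100% = apelin-13 at 10 nM; some results filed as inactive read as strong as hits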
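Assay system: CHO-K1 APJ beta-arrestin complementation cell line / Compound: single test compound dose, 20 µM final, 1% DMSO / Times: overnight seeding, 90 min compound at 25 °C, 1 h detection / Technique: beta-gal luminescence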
Starred values were filed as active, the others as inactive; · = not tested or not shown. These rows are one share of the data; count on the stated rates, not on these rows.

SMILES	TIM10 inh	CHOP UPR activ	tim23-1 inh	UPR XBP1 act	Mdm2-MdmX inh	APJ antag	CXCR6 inh	tim10-1 inh	APJ agonist
COC(=O)c1ccc(CN2C(=O)NC(c3ccccc3)(c3ccccc3)C2=O)o1	2	0.7	14	0	17	10	-3	1	2
O=C(O)/C=C/C(=O)c1ccc2c(c1)CCc1ccccc1-2	27	126*	48	1	67*	4	-5	58*	3
CCCC(=O)Nc1nc(-c2ccccc2)ns1	8	6.8	27	4	-42	-18	-5	-11	2
O=C(Nc1ccc(NC(=O)c2ccccc2F)cc1)c1cccs1	45*	3.5	47	8	-105	-3	-6	-18	-2
COc1ccc(-c2csc3ncn(CC(=O)N4CCOCC4)c(=O)c23)cc1	2	0.3	19	4	4	-4	-4	4	-7
COc1ccccc1CNC(=O)c1cn(C)c(=O)c2cc(OC)c(OC)cc12	14	2.4	0	2	15	3	-11	8	-3
Cc1ccc(N(C(=O)C2CCC(=O)N2)C2(C(=O)NC3CCCCC3)CCCCC2)cc1 (configuration not stated)	15	-2.1	10	-1	-15	7	0	2	2
Cc1c(NC(=O)CN2C(=O)C(=O)N(Cc3ccccc3)C2=O)c(=O)n(-c2ccccc2)n1C	-12	1.5	7	0	6	-12	-5	-7	-3
COCCCn1c(SCc2nc3ccccc3c(=O)[nH]2)nc2ccccc2c1=O	5	-1.8	3	7	5	5	3	24	-1
COc1cccc(CN2CCNC(=O)C2CC(=O)NCc2cc(C(C)C)no2)c1 (configuration not stated)	8	0.0	14	-1	-4	8	-2	-3	-1
CN1CCN(C(=O)/C(=C/c2cccnc2)NC(=O)c2cccc(Br)c2)CC1	7	1.8	4	-1	0	14	-15	5	0
COc1ccccc1N1CCN(C(=O)c2cc(-c3ccco3)on2)CC1	-8	2.1	35	0	23	16	0	33	-3
CCOc1ccccc1NC(=O)C1CCCN(S(=O)(=O)c2ccc(-n3cnnn3)cc2)C1 (configuration not stated)	7	2.4	-1	-4	23	17	8	-11	2
O=C(c1ccc(F)cc1)N1CCCCC(Sc2nnc3ccccn23)C1=O (configuration not stated)	7	-2.4	15	-1	12	13	1	11	-2
CCOC(=O)c1nnn(-c2ccc([N+](=O)[O-])cc2)c1C	5	0.8	5	-2	-3	-11	-3	14	0
CCN1CCN(Cc2c(O)ccc3c(C)cc(=O)oc23)CC1	-180	-2.2	-42	-7	5	-10	-9	-73	-2
CC(C)=CC(=O)Nc1nnc(-c2ccccc2C)s1	-21	5.6	-19	3	-4	-25	-4	-15	1
COc1ccc(CC(=O)Nc2sc3c(c2C#N)CC(C)(C)NC3(C)C)cc1OC	2	0.3	-16	-3	18	1	2	-14	-2
CCOc1ccc(NC(=O)CCC(=O)N2CCSc3ccccc32)cc1	-5	-0.8	9	0	18	-10	6	-5	-2
O=c1[nH]c(NCc2ccccc2)nc2c1CCCC2	6	-0.1	8	1	-13	4	-10	15	0

3 compounds from above, sorted by length of the SMILES, lowest first.
SMILES	TIM10 inh	CHOP UPR activ	tim23-1 inh	UPR XBP1 act	Mdm2-MdmX inh	APJ antag	CXCR6 inh	tim10-1 inh	APJ agonist
O=C(O)/C=C/C(=O)c1ccc2c(c1)CCc1ccccc1-2	27	126*	48	1	67*	4	-5	58*	3
COc1ccccc1CNC(=O)c1cn(C)c(=O)c2cc(OC)c(OC)cc12	14	2.4	0	2	15	3	-11	8	-3
CN1CCN(C(=O)/C(=C/c2cccnc2)NC(=O)c2cccc(Br)c2)CC1	7	1.8	4	-1	0	14	-15	5	0

(next part)
SMILES	TIM10 inh	CHOP UPR activ	tim23-1 inh	UPR XBP1 act	Mdm2-MdmX inh	APJ antag	CXCR6 inh	tim10-1 inh	APJ agonist
CCOc1ccc(NC(=O)CN(C)C(=O)CCCn2c(=O)oc3ccccc32)cc1OCC	2	3.2	7	1	-7	25	-22	-25	5
c1ccc(-c2csc(Nc3ncccn3)n2)cc1	5	1.1	6	0	-118	-3	-2	10	5
O=C(O)c1cc(N=Nc2c(O)[nH]c3ccc([N+](=O)[O-])cc23)ccc1Cl	12	-1.1	18	-3	-17	36	40*	-14	-7
COCCNS(=O)(=O)c1ccc(SC)cc1	-13	1.1	2	0	8	0	2	-8	1
Cc1ccc(/C=N/NC(=O)CNC(=O)c2ccc(S(=O)(=O)N(C)C)cc2)cc1	5	0.3	-1	-1	-28	-3	-3	7	-1
NC(=O)c1ccsc1NC(=O)CN1C(=O)NC2(CCCC2)C1=O	-8	0.6	10	-1	-17	6	3	11	-4
CC(=O)N1c2ccc(S(=O)(=O)N(C)CC(=O)NC(C)c3ccccc3)cc2CC1C (configuration not stated)	0	-0.3	5	-3	14	-26	5	2	5
COc1cc(/C=N/NC(=O)c2cccc([N+](=O)[O-])c2)ccc1OCc1ccc(C)cc1	4	-1.9	-26	-2	-24	-3	-13	-2	2
O=C(NCCS(=O)(=O)N1CCN(c2ccccc2F)CC1)c1cccs1	6	-1.6	2	-4	-10	16	-2	2	-3
COC(=O)C(/C=N/O)NC(=O)c1ccccc1 (configuration not stated)	-2	0.1	3	-2	-3	-8	-6	1	0
CCCOC(=S)N/C(=N\S(=O)(=O)c1ccccc1)c1ccccc1	7	0.7	10	3	-15	9	0	22	-2
O=C(NCC1CCCO1)C1C2C=CC3(CN(Cc4cccs4)C(=O)C13)O2 (configuration not stated)	4	0.5	6	0	1	10	4	-1	-4
O=C(/C=C/c1ccco1)c1ccc(NC(=O)C23CC4CC(CC(C4)C2)C3)cc1	19	3.5	20	-1	-4	9	8	31	4
Cc1ccc(CC2S/C(=N/N=C/c3ccco3)NC2=O)cc1 (configuration not stated)	-20	-0.1	-10	-4	5	13	-5	13	-2
O=C(NC1CCSc2ccccc21)c1ccccc1Cl (configuration not stated)	8	2.9	14	0	-9	15	6	20	-3
Cc1ccnc(NC(=O)c2cc([N+](=O)[O-])cc([N+](=O)[O-])c2)c1	26	1.9	25	-1	0	-46	-16	13	1
N#Cc1c(NC(=O)C2CC=CCC2C(=O)O)sc2c1CCCCCC2 (configuration not stated)	5	0.3	9	0	-9	6	-10	20	0
FC(F)(F)c1ccccc1NC(=S)NN=C1CCCCCC1	24	2.7	30	-1	17	11	·	35	-4
Cc1ccc(NC(=O)c2ccc(OC(=S)N3CCOCC3)cc2)cc1	-19	0.3	2	2	43	-13	10	-4	10
COc1cccc(-c2cc(C(=O)Nc3c(C)n(C)n(-c4ccccc4)c3=O)no2)c1	8	1.6	2	1	23	-7	5	20	-1
CC(C)NC(=O)CC(=O)N/N=C/c1cccs1	-7	-0.3	-1	-2	3	-4	-3	-5	-1
O=C(COc1ccc(S(=O)(=O)N2CCOCC2)cc1)N1CCc2ccccc2C1	1	2.7	5	0	8	-9	2	13	-1
CN1C(=O)CS/C1=N\NC(=O)COc1cccc2cccnc12	9	-1.7	15	-1	6	-10	-7	3	-4
CC(=O)N1CC2(C)CN(C(C)=O)CC(C)(C1)C2	-6	-0.2	-7	4	-10	24	-9	10	-4
CC(C)(C)C(=O)CCN1C(=O)C2(OCCO2)c2ccccc21	5	-2.4	10	-4	-4	12	-8	11	-3
O=C(CN1C(=O)NC2(CCOc3ccccc32)C1=O)c1ccc(F)c(F)c1 (configuration not stated)	-5	0.3	-1	-2	19	4	-8	32	2
COc1ccc(-c2nn(-c3ccccc3)cc2C(=O)Nc2cccc(C(=O)O)c2)cc1[N+](=O)[O-]	4	0.4	-4	-5	13	0	4	-4	-4
CSCc1nnc(NC(=O)c2ccc(S(=O)(=O)N(C)C)cc2)o1	-9	-0.4	-7	2	7	10	7	10	-2
c1ccc2c(c1)oc1c(NCc3ccc4c(c3)OCO4)ncnc12	-14	-0.2	26	-3	20	-8	4	-1	-2
O=C(O)c1cc2c(cc1Br)OCCCO2	12	1.8	10	-3	-10	-3	-6	4	-3
CCC(C)(C(=O)Nc1c(C)cccc1C)N(C)C(=O)c1ccc2ccccc2n1 (configuration not stated)	-4	0.2	29	-3	23	-2	-2	11	-1
CC(C)c1nn2c(=O)cc(CSc3ccccc3NC(=O)c3ccccc3F)nc2s1	17	-1.2	31	-1	-5	9	2	22	-2
Cc1ccc(-c2nnc(Nc3ccc(C(=O)N(C)C)cc3)c3ccccc23)cc1S(N)(=O)=O	-1	0.8	8	-2	7	13	-5	-4	-2
Cc1ccc(S(=O)(=O)Nc2nc(CN3CCOCC3)nc3sc(C)c(C)c23)cc1	4	0.2	21	0	-12	10	0	19	-1
CN(Cc1cccc(Cl)c1Cl)CC(O)COc1ccccc1 (configuration not stated)	-19	0.7	10	-1	-6	-3	4	21	-2
Cc1cc(SCC(=O)c2cccs2)nc2c(C)cccc12	21	0.8	11	-1	3	3	5	3	-5
CC1CCCCC12NC(=O)N(CC(=O)Nc1ccccc1-c1ccccc1)C2=O (configuration not stated)	-5	-1.0	10	0	-21	7	-2	19	3
C=CCn1c(CCC(O)COCCC)n[nH]c1=S (configuration not stated)	-17	-1.0	1	-1	-11	-32	-10	11	-4
COc1ccccc1NC(=O)COC(=O)c1ccc2c(c1)nc(C)n2-c1ccccc1	12	1.4	9	2	-11	-21	1	14	-2
CCC1C(=O)n2nc(-c3ccccc3)cc2N=C1C (configuration not stated)	-7	4.2	-15	0	-25	2	1	-9	-3
COc1cc(/C=C(\C#N)C(=O)Nc2ccccc2C(=O)O)cc(Cl)c1OC	17	1.7	26	3	10	18	8	19	-3
O=C1CCCC/C1=C\Nc1ccc(Cl)cn1	-1	2.4	11	-1	-22	3	0	2	4
COc1ccc(CNC(=O)c2c[nH]c3ccccc3c2=O)cc1	-6	5.5	4	-4	-2	20	-4	-3	6
CC1CCCCN1C(=O)CN1C(=O)c2ccccc2S1(=O)=O (configuration not stated)	-1	1.0	-18	-4	8	5	6	1	-1
COc1ccc(CCNC(=O)c2cc3ccccn3n2)c(OC)c1OC	-13	1.5	8	-2	3	-11	-1	-13	-3

An excerpt from above in order of their number in Mdm2-MdmX inh, low to high:
Compound	Mdm2-MdmX inh	APJ antag	CXCR6 inh
O=c1[nH]c(NCc2ccccc2)nc2c1CCCC2	-13	4	-10
O=C(NCCS(=O)(=O)N1CCN(c2ccccc2F)CC1)c1cccs1	-10	16	-2
COc1ccc(CNC(=O)c2c[nH]c3ccccc3c2=O)cc1	-2	20	-4
COc1ccc(-c2csc3ncn(CC(=O)N4CCOCC4)c(=O)c23)cc1	4	-4	-4
COCCNS(=O)(=O)c1ccc(SC)cc1	8	0	2
COc1ccccc1N1CCN(C(=O)c2cc(-c3ccco3)on2)CC1	23	16	0
